# Assay outcomes from PubChem BioAssay.
# BLM inh – qHTS Assay for Inhibitors of Bloom's syndrome helicase (BLM) | RecQ-like DNA helicase BLM (Homo sapiens), P54132 | recombinant BLM DNA unwinding, fluorescence dequenching | Potency, µM (series often up to 56.1 µM), without a hit: at the top dose activity change, negative = inhibition, usual class: inhibitors | 350,000 compounds, 0.2% hits;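 note: potency is the fitted concentration of half-maximal effect; plate controls were vehicle for no effect and no enzyme for full effect; nearly all actives have a fitted effect of over 35% in size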
# POLB inh – qHTS Assay for Inhibitors of DNA Polymerase Beta; Pol beta primer extension/strand displacement, fluorescence kinetic; Potency, µM (titrated, usually from 114 µM), for inactives: top-dose activity change, negative = inhibition, most hits filed as inhibitors; 340,000 compounds, 1.3% hits; AID 485314, 2010; note: potency is the fitted concentration of half-maximal effect; % is set by controls: 0 for no effect and ±100 for the full control effect
#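 Curves were derived by four-parameter Hill fits of normalized qHTS data. The kinetic fluorescent primer-extension read was taken at 0 and 10 min after 50 nM substrate, following a 15 min room-temperature preincubation of 10 nM enzyme with compounds.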
# TRHR agonist – qHTS for Small Molecule Agonists and Allosteric Enhancers of Human TRH Receptor: Primary Screen for Agonists; AID 493084, 2011; TRHR cells, calcium flux fluo-8, FDSS agonist mode; Thyrotropin-releasing hormone receptor (Homo sapiens), P34981; 360,000 compounds, 0.18% hits; activation, % at 2 µM; in the data active = activation above about 30%; note: 0% is about no effect
#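 In this calcium-flux screen, cells bearing human TRHR are dye-loaded with fluo-8, baselined for 10 cycles, then exposed to library compounds; positive kinetic calcium responses during the agonist phase mark hits, with TRH as control.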
# Pol iota inh – qHTS for Inhibitors of Polymerase Iota. Potency, µM (doses to about 115 µM), for inactives: top-dose activity, negative = inhibition, usual class: inhibitors. DNA polymerase iota (Homo sapiens), Q9UNA4. Pol iota fluorescent replication assay, 10 min. 390,000 compounds, 1% hits; note: potency is the fitted concentration of half-maximal effect
#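 Fluorescent replication assay read twice, at 0 min and 10 min after adding 50 nM (final) substrate. Enzyme (10 nM) and compounds were first incubated 15 min at room temperature; enzyme-free buffer wells were negative controls.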
# ERG-DNA inh – qHTS for Small Molecule Inhibitors of the ERG Ets/DNA interaction; Transcriptional regulator ERG (Homo sapiens), P11308; fluorescence polarization, His-ERG Ets domain / labelled DNA; Potency, µM (highest dose often 76.9 µM), for inactives: at the top dose FP activity, negative = inhibition, actives largely listed as inhibitors; 370,000 compounds, 0.028% hits; active = well fitted inhibition curve with a large enough effect in the polarisation, with a control signal flat; inconclusive = small, poorly fitted or top-dose-only effect, or effect the other way, or a change in a side signal; inactive = no such curve, though single readings can be large or run the other way; the % refers to the polarisation;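 note: polarization taken with two DNA probes labelled with fluorescein and Texas red; potency is the fitted concentration of half-maximal effect; % of control where 0% means no effect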
# Target sequence (P11308 whole entry, looked up, the tested form may be a part): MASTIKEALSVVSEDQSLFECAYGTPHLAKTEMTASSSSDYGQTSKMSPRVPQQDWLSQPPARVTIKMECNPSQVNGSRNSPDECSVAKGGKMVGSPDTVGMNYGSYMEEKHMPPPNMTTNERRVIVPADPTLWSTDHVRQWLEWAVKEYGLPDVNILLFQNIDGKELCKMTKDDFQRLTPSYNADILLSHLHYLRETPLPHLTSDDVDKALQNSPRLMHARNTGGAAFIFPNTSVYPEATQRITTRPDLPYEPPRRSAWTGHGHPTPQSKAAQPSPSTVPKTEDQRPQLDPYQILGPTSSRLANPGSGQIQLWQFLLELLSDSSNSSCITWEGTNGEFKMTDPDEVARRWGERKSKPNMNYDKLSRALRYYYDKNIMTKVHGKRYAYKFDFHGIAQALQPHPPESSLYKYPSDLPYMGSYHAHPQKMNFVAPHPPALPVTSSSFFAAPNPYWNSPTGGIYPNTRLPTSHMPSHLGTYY
#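 His-tagged ERG Ets domain (1 uM in the protein solution; 300mM KCl, 50mM Tris-HCl, 1mM EDTA, 1mM DTT, pH 7.5) received compound, then a probe mix of 5 nM fluorescein-DNA and 100nM Texas-615-DNA. Fluorescence polarization was read for both dyes.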
# Anesthetic bind – qHTS Assay for Identification of Novel General Anesthetics. 350,000 compounds, 0.074% hits. Potency, µM (top dose mostly 77.5 µM), for the others: at the top dose activity change, negative = displacement, hits mostly inhibitors. apoferritin/1-aminoanthracene competitive binding, fluorescence. Ferritin light chain (Equus caballus), P02791; note: potency is the fitted concentration of half-maximal effect; % is set by controls: 0 for no effect and ±100 for the full control effect; nearly all actives have a fitted effect of over 20% in size
# Target sequence (P02791 2-175 limits assumed): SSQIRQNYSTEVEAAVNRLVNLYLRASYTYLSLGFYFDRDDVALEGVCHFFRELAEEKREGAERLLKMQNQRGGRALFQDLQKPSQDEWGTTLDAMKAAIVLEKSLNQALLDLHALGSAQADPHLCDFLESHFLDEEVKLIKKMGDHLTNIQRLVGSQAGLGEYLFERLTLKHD
#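 Horse-spleen apoferritin (10 uM) in 50% saturated 1-aminoanthracene in PBS was incubated 10 min at room temperature with compound. Fluorescence (ex 380, em 535 nm) was normalized to free and bound 1-AMA, with concentration-response fitted by a four-parameter Hill equation.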
# 12-LOX inh – Primary qHTS assay for inhibitors of human arachidonate 12S-lipoxygenase (ALOX12): Round 2 | Polyunsaturated fatty acid lipoxygenase ALOX12 (Homo sapiens), P18054 | purified 12hLO, xylenol orange hydroperoxide absorbance | Potency, µM (highest dose often 108 µM), inactives show at the highest dose activity change, negative = inhibition, most hits filed as inhibitors | 580,000 compounds, 1.1% hits | AID 1671190, 2021; note: potency is the fitted concentration of half-maximal effect; % is set by controls: 0 for no effect and ±100 for the full control effect
#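 Hydroperoxide product was detected by ferrous iron/xylenol orange as the 573 to 405 nm absorbance ratio. Arachidonic acid at 40 uM (final) was turned over for 30 min at room temperature by 150 nM human 12hLO, pH 7.0 Hepes buffer, after 15 min compound preincubation.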
# Pol kappa inh – qHTS for Inhibitors of Polymerase Kappa; DNA polymerase kappa (Homo sapiens), Q9UBT6; purified Pol kappa, fluorescent DNA synthesis assay, 10 min; Potency, µM (top dose mostly 107 µM), inactives show top-dose activity, negative = inhibition, most hits filed as inhibitors; 400,000 compounds, 0.53% hits; AID 588579, 2011; note: potency is the fitted concentration of half-maximal effect; % is set by controls: 0 for no effect and ±100 for the full control effect
#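 Kinetic fluorescence readout at 0 and 10 min followed reaction start with substrate at 50 nM final. Beforehand, enzyme (10 nM Pol kappa) stood 15 min with compound at room temperature; buffer-only wells were negative controls.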
# APEX1 inh – qHTS Assay for Inhibitors of the Human Apurinic/apyrimidinic Endonuclease 1 (APE1); DNA repair nuclease/redox regulator APEX1 (Homo sapiens), P27695; recombinant APE1, TAMRA/BHQ-2 abasic DNA cleavage fluorescence; Potency, µM (highest dose often 65.8 µM), without a hit: at the top dose activity change, negative = inhibition, actives largely listed as inhibitors; 350,000 compounds, 0.35% hits; AID 2517, 2012;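 note: potency is the fitted concentration of half-maximal effect; plate controls were vehicle for no effect and reference inhibitor for full effect; nearly all actives have a fitted effect of over 55% in size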
# Target sequence (P27695 whole entry, looked up): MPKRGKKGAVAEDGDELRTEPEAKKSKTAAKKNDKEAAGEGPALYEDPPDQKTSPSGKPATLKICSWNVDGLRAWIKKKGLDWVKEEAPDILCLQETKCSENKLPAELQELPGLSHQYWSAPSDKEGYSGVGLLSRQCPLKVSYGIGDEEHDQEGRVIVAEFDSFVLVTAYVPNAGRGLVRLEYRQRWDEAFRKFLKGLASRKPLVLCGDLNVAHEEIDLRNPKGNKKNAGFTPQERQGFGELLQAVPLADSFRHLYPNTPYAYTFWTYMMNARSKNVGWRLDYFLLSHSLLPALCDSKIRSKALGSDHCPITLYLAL
#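 Endonuclease cleavage of a quenched abasic-site DNA duplex (50 nM) by APE1 (0.75 nM) was tracked by TAMRA dequenching. Compounds were preincubated with enzyme 15 min at room temperature; data normalized to buffer-only and DMSO wells plus NSC13755 control.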
# * hit, by the source's call; ? = inconclusive; . = no result given; & = joins results of further samples; [ ] = another dose, or the depositor's remark. Unless noted, calls come from the whole dose curve; as a rule, active = well fitted curve in the direction sought with a large enough effect; inconclusive = small, poorly fitted or top-dose-only effect, or another doubt; inactive = no such curve, though single readings can be large; an effect the other way counts as inactive or inconclusive. A portion of the library. The share of hits here may be higher or lower than overall.
SMILES,BLM inh,POLB inh,TRHR agonist,Pol iota inh,ERG-DNA inh,Anesthetic bind,12-LOX inh,Pol kappa inh,APEX1 inh
Cc1ccc(CN2C(=O)c3ccccc3Sc3ccc(C(=O)NCCCN4CCOCC4)cc32)cc1,-6.6%&-1.2%,6.1%&11.9%,8.8&2.3,10.0%&0.3%,-0.4%&-0.2%,-3.3%&2.0%,?,8.8%,8.4%
CN(C)CCCNC(=O)c1cc(C(=O)c2cccc(Cl)c2Cl)c[nH]1,0.5%,-0.2%,0.4,16.6%,-12.7%,-10.5%,?,-21.1%,17.1%
COC(=O)CCC(=O)N1CCCC(CO)(Cc2ccccc2C)C1 (stereo not drawn),-2.0%,1.5%,0.9,17.8%,-6.1%,-12.2%,-3.6%,-1.1%,12.3%
O=C(CSc1nnc(NC(=O)c2ccccc2F)s1)Nc1ccccc1F,-9.6%,-10.1%,0.4,87.0%[activator],4.8%,-7.7%,-0.1%,-5.8%,2.2%
O=C(N/N=C/c1ccc[nH]1)c1ccccc1OCc1ccc(F)cc1,-1.4%,2.3%,-0.9,-23.3%,-4.9%,1.4%,0.8%,1.9%,-1.7%
O=C(CC1SC(N2CCCCC2)=NC1=O)Nc1ccc(C(=O)O)cc1 (stereo not drawn),.,.,0.3,-5.5%,0.7%,.,186.7%[activator],-10.5%,-13.0%
CC1(C(=O)N2CCN(Cc3ccccc3Cl)CC2)CC1(Cl)Cl (stereo not drawn),-4.4%,-12.9%,0.7,-10.0%,-6.8%,-14.1%,2.8%,6.9%,31.4%
CC1=CC(C)(C)N=C(NC#N)N1,-0.8%,-3.6%,0.4,12.8%,1.1%,-12.0%,6.3%,0.2%,-3.0%
O=C(NCc1ccccc1Br)c1cccc2c1C(=O)c1ccc(-c3ccc(OC(F)(F)F)cc3)cc1S2(=O)=O,.,.,.,22.1%,9.2%,.,.,0.7%,3.8%
COc1cc(OC)cc(C(=O)Nc2nc3ccccc3[nH]2)c1,-9.6%,21.1%,-0.1,14.8%,-5.0%,-18.4%,0.0%,-3.2%,16.2%
O=C(Cc1ccccc1Cl)Nc1nc2ccccc2[nH]1,-5.5%,27.9%,0.5,50.6%[activator],4.6%,-6.3%,4.1%,-2.3%,-4.8%
Clc1ccccc1Nc1nnc(-c2ccncc2)s1,0.5%,0.2%,-0.6,4.6%,2.9%,4.4%,0.3%,-0.7%,5.9%
COc1ccccc1CN1CC[C@@]2(CCCN(C(C)=O)C2)C1,2.2%,.,.,.,.,.,4.7%[57.4 µM],4.3%[60.1 µM],-2.7%
COc1ccc(CC(=O)OCc2cc3ccccc3[nH]c2=O)cc1,0.6%,-12.4%,-0.6,12.3%,1.1%,-17.9%,-1.1%,2.7%,4.0%
N#Cc1cccc(NC(=O)c2cncn2-c2ccccc2)c1,2.1%,7.7%,-1.8,69.2%[activator],1.0%,-3.8%,1.6%,-13.5%,12.2%
O=C(C1=C[C@H](C2CC2)C[C@H](OCCCCO)O1)N1CCN(Cc2ccc3c(c2)OCO3)CC1,-4.5%,3.4%,5.1,-3.4%,-0.6%,-8.4%,?,-6.1%,-2.4%
CCCc1nc(SCC(=O)N2CCC(Cc3ccccc3)CC2)c2c(=O)n(C)c(=O)n(C)c2n1,-1.0%,-1.4%,0.1,26.1%,2.3%,-9.6%,26.2%,-6.2%,-7.5%
c1ccc(-c2noc(COc3ccc4c(c3)OCO4)n2)cc1,-3.8%,7.6%,-0.4,-6.4%,12.3%,-9.3%,417.1%[activator],2.1%,12.6%
CC(=O)c1ccc(N/N=C2/CCCNC2=O)cc1,1.3%,-0.9%,-0.1,1.3%,11.8%,-5.8%,-41.1%,-13.9%,-0.7%
CCCN1C2=C(C(=O)CCC2)C(c2ccc(O)c(Br)c2)C2=C1CCCC2=O,-6.0%,-18.5%,0.0,-4.9%,1.8%,-8.5%,0.4%,-4.9%,-2.6%
N#Cc1ccccc1OCC(=O)OCC(=O)NC1CCCC1,.,.,-0.1,16.9%,2.0%,.,-13.7%,-5.3%,17.9%
CCc1ccccc1Nc1cc(C(=O)NCCc2ccccc2)c2ccccc2n1,-11.4%,8.8%,0.1,23.5%,0.5%,200.0%[activator],?,6.2%,.
O=C(Nc1sc2c(c1C(=O)NCc1ccccc1)CCCC2)c1cc(=O)c2cc(Cl)ccc2o1,2.7%,-1.7%,0.0,-17.8%,0.8%,1.9%,-12.4%,-24.9%,.
CCOc1cc(C(=O)N/N=C/C(Br)=C/c2ccccc2)cc(OCC)c1OCC,-1.8%,-0.9%,0.1,116.4%[activator],1.4%,-4.1%,30.4%[activator],-5.6%,-3.1%
COc1cc(C(=O)Nc2c(C)cc(C)cc2C)c(Br)c(OC)c1OC,-1.4%,-0.9%,-0.4,68.6%[activator],-19.3%,-1.6%,-1.0%,-4.7%,0.8%
CC(=O)N(c1ccc2oc(=O)sc2c1)S(=O)(=O)c1cccs1,-3.4%,28.3%,0.4,?,2.5%,-13.7%,?,5.2%,13.1%
O=C(NCc1ccccc1)C12CC3CC(CC(C3)C1)C2,-5.1%,15.7%,0.1,13.1%,0.8%,?,-22.1%,-1.1%,13.6%
COc1ccc(Cl)cc1N(C)C(=O)CCNC(=O)Cn1cnc2ccccc2c1=O,-1.1%,36.7%,-0.5,4.1%,.,-16.4%,25.9%,-6.5%,8.2%
CCCCC1C(=O)NN(c2ccccc2)C1=O (stereo not drawn),.,.,.,15.9%,3.2%,.,-3.6%,-7.7%,.
Cc1c(OCC(=O)N[C@@H](Cc2c[nH]c3ccccc23)C(=O)O)ccc2c1oc(=O)c1ccccc12,-2.8%,-10.7%,0.3,31.8%[activator],-8.5%,-11.0%,?,-12.6%,-15.1%
COc1ccc(CN(Cc2ccco2)C(=O)COc2ccccc2Cl)cc1,-7.5%,11.4%,2.9,-13.4%,-2.7%,9.7%,-17.6%,-0.9%,.
CCN(CC)C(=O)c1ccc(O)c(OC)c1,-5.5%,-9.9%,0.7,-17.7%,0.1%,-5.4%,7.2%,-10.5%[60.1 µM],-4.4%
CCNS(=O)(=O)c1ccc(CCC(=O)N2CCN(c3cccc(Cl)c3)CC2)cc1,-0.5%,29.3%,-0.8,174.9%[activator],4.8%,-6.2%,0.0%,-17.8%,14.6%
CCOC(=O)N1CCN(C(=O)CN(C)S(=O)(=O)c2ccc(F)cc2)CC1,0.0%,28.0%,0.0,88.4%[activator],1.1%,-6.2%,-30.1%,2.9%,0.8%
COC(=O)c1scc(-c2ccccc2)c1S(=O)(=O)Nc1cccc(C)c1C,-6.9%,4.5%,0.7,15.6%,-2.1%,-6.7%,-23.7%,0.0%,.
CC(=O)Nc1ccc(/C=N/NC(=S)NC(C)C)cc1,1.4%,1.0%,0.4,71.9%[activator],1.0%,-1.5%,?,-4.1%,-2.4%
O=S(=O)(c1ccccc1)c1nnn2c1nc(NCc1ccccc1)c1cc(Cl)ccc12,-3.5%,-2.6%,0.7,30.6%[activator],-0.3%,-7.9%,-0.5%,-5.3%,.
CCOc1cccc(C(=O)Nc2ccc3oc(-c4ccc(C(C)(C)C)cc4)nc3c2)c1,-1.2%,1.3%,-0.7,?,-1.7%,-12.8%,-12.1%,?,.
Cn1c(CCN2CCN(c3ccccn3)CC2)nc2cc(NC(=O)COc3ccc(Cl)cc3)ccc21,0.0%,2.3%,-0.3,40.7%[activator],-4.8%,-0.9%,-13.5%,-3.5%,1.3%
CCOc1ccc(CNC(=O)c2ccc(Sc3ccc(Cl)cc3)c(NC(C)=O)c2)cc1,-10.8%&-4.1%,-25.8%&20.2%,-0.5&-0.4,?,3.0%&-2.7%,68.2%&-9.5%[activator],?,-8.9%[60.1 µM],-6.9%
CCC(C)NC(=O)Cn1c(=O)n(-c2ccc(C)c(C)c2)c(=O)c2c3c(sc21)CCCCC3 (stereo not drawn),-2.1%,30.1%,1.1,-11.4%,2.2%,-10.9%,-13.0%,2.5%,.
COc1ccc(OC(=O)N2CCOCC2)cc1,0.0%,4.3%,-0.5,46.8%[activator],-7.2%,7.4%,5.0%,-16.1%,16.8%
COc1cc2c(cc1NC(=O)C(c1ccccc1)c1ccccc1)CCCC2,-7.3%,0.5%,2.0,-15.3%,-4.8%,4.7%,0.0%,-11.7%,-2.6%
NC(=O)c1ccc(/C(N)=N/S(=O)(=O)c2cc(C(F)(F)F)cc(C(F)(F)F)c2)cc1,-4.7%,-4.3%,0.1,49.6%[activator],-0.9%,-9.2%,216.4%[activator],-3.1%,14.7%
CC(=O)Oc1ccc2occ(C(=O)c3cccs3)c2c1,-1.9%,-0.2%,-0.4,32.4%,-0.2%,?,1.6%,-24.3%,4.8%
COc1ccc(Oc2ccc(C(F)(F)F)cc2NC(=O)c2ccc(C)cc2)cc1,-2.3%,0.5%,-1.9,?,-11.2%,0.4%,3.4%,-17.1%,0.2%
